Screens (PubChem BioAssay)
EBI2 block: antagonists of human EBI2 receptor. 360,000 tested, 0.81% active. EBI2 beta-arrestin recruitment, luminescence, 7a,25-OHC stimulated. P32249. inhibition, % at 5 µM; in the data active means inhibition above about 38%;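 further: enzyme fragment complementation signal reports receptor beta-arrestin coupling in cells; 0% = agonist plus DMSO wells and 100% = wells without agonist; some results beyond the cut were filed as inactive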
Target sequence (P32249 whole entry, looked up, the tested form may be a part): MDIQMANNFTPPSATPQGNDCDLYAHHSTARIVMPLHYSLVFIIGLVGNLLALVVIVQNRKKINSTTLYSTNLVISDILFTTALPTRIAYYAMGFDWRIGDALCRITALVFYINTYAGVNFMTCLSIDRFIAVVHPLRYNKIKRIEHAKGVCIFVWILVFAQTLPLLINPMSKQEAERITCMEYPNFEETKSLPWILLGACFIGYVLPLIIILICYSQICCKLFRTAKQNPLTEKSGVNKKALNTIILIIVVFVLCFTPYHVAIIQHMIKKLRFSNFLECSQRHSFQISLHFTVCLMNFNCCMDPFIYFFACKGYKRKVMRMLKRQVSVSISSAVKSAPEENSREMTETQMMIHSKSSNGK
CCR6 antagonist: CCR6 (human) receptor antagonism; 340,000 tested, 0.49% active; inhibition, % at 20 µM; P51684; CHO-K1 CCR6 PathHunter beta-arrestin, luminescence, CCL20-stimulated; AID 493098;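 active means compounds whose inhibition of the agonist-driven luminescence signal at 20 µM reaches about 50%, limit read from the data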;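 further: cells stimulated with CCL20 at 14 nM final; plate controls were DMSO with CCL20 for no effect and DMSO without agonist for full effect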
UBC13 polyUb: human UBC13 polyubiquitination inhibition; P61088; 330,000 tested, 0.47% active; AID 485273; UBC13 polyubiquitin chain formation, TR-FRET; inhibition, % at 20 µM; in the data active means inhibition above about 45%, passing the limit was not always enough
Target sequence (P61088 whole entry, looked up): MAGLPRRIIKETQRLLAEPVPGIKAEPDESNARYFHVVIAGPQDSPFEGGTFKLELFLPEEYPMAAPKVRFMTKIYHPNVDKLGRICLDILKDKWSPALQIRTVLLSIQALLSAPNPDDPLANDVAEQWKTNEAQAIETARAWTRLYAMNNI
697 NFkB inh: inhibitors of the PMA/ionomycin-induced NF-kB reporter in 697 B cells. 697 B-cell NF-kB luciferase reporter, 16 h. inhibition, % at 4 µM. 330,000 tested, 0.33% active. AID 435022; in the data active means inhibition above about 35%
Gli-Sufu antag: antagonists of Gli-Sufu signaling; 340,000 tested, 0.74% active; inhibition, % at 5 µM; Sufu-KO-LIGHT fibroblasts, Gli luciferase reporter luminescence; AID 588413;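 active means inhibition above about 55%, limit read from the data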;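 further: 0% = DMSO-treated cells and 100% = wells with medium but no cells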
SENP8 block: blocks the human protease SENP8 | Q96LD8 | purified SENP8, Z-RLRGG-aminoluciferin cleavage, luminescence | inhibition, % at 10 µM | 330,000 tested, 1.2% active | AID 2540
Target sequence (Q96LD8 whole entry, looked up): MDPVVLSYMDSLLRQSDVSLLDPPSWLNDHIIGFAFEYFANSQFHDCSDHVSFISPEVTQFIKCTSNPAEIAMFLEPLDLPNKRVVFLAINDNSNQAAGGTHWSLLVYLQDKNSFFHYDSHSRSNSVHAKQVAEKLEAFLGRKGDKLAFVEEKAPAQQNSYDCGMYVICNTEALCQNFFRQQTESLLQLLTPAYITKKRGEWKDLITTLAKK
Jurkat NFkB inh: lowers PMA/ionomycin-induced NF-kB signal in Jurkat cells; PMA/ionomycin-induced NF-kB luciferase reporter, luminescence; AID 435003; 330,000 tested, 0.53% active; inhibition, % at 4 µM
Apaf-1 inh: human Apaf-1 inhibition | O14727 | reconstituted apoptosome caspase-3 activity, DEVD-Rh110 fluorescence | inhibition, % at 20 µM | 330,000 tested, 0.71% active; active means inhibition of at least 40% at 20 µM;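 further: plate controls were DMSO wells for no effect and DEVD-CHO caspase inhibitor wells for full effect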
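Assay system: Apoptosome proteins | Medium: pH 7.5 Hepes buffer with CHAPS, BSA, DTT | Also added: Cytochrome c and DEVD-Rh110 substrate | Times: 30 min plus 50 min, RT | Detection: Rhodamine 110 fluorescence at Ex 480/Em 540 nm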
Active calls of the source: *; . = no result given. Unless noted, no stated cut-off is given here; in the data, active means inhibition above about 50%; inactive means the rest. These rows are one share of the data; count on the stated rates, not on these rows.

SMILES	EBI2 block	CCR6 antagonist	UBC13 polyUb	697 NFkB inh	Gli-Sufu antag	SENP8 block	Jurkat NFkB inh	Apaf-1 inh
Cc1cc(C)cc(N(CC(=O)NCc2ccco2)S(=O)(=O)c2ccccc2)c1	-7	2	0	11	5	0	2	3
CCCn1c(N)c(C(=O)CSc2nnnn2-c2ccc(O)cc2)c(=O)n(C)c1=O	-3	-2	3	-6	2	-2	4	-7
CC(C)NC(=O)c1ccc(NC(=O)CC2SC(N3CCCC3)=NC2=O)cc1 (centres undefined)	2	1	7	17	1	1	5	-6
C/C(=N\NC(=O)C1COc2ccccc2O1)c1cccs1 (centres undefined)	3	20	3	8	-2	-1	-2	-8
O=C(NCCOC(=O)C1COc2ccccc2O1)C1COc2ccccc2O1 (centres undefined)	-3	35	3	13	1	-1	-8	1
Cc1cccc(CC(=O)Nc2cc(=O)n(C)c(=O)n2C)c1	-6	-12	0	-1	-11	1	-2	5
O=C1C2C3C=CC(C4CC34)C2C(=O)N1c1ccc2c(c1)OCO2 (centres undefined)	0	5	5	4	-6	0	16	2
O=C(CN1C(=O)c2cccnc2Oc2ccc(Cl)cc21)NC1CCCC1	-7	14	-10	-16	-8	13	0	3
O=[N+]([O-])c1cccc(-c2ccc(/C=N/Nc3nc(N4CCCCC4)nc(N4CCCCC4)n3)o2)c1	6	-10	-12	6	17	7	4	5
Oc1ccc(-c2cccc(-c3ccc(O)cc3)n2)cc1	1	-6	11	0	-7	5	-3	12
COC(=O)c1c(-c2ccccc2)noc1C	8	0	11	13	0	-2	5	-6
CCN(CC)S(=O)(=O)c1ccc(NC(=O)c2cc(-c3cccs3)nc3ccccc23)cc1	-14	7	15	35	-6	-4	9	11
O=C(c1cc(Br)c[nH]1)N1CCCCC1	6	5	2	-1	0	-9	-4	7
CCCn1c(SCC(=O)Nc2cccc(C)n2)nc2c1c(=O)n(C)c(=O)n2C	6	13	3	-14	2	-1	-9	3
CN1CCN(NC(=O)c2cc(S(=O)(=O)N3CCOCC3)c(Cl)cc2Cl)CC1	-11	-6	-2	-13	6	9	21	3
CC(=O)N1CN(CCCn2ccnc2)Cc2c1sc1c2CCCC1	-10	-7	-9	-15	-1	-2	-16	-10
CC(=O)[C@H]1[C@H](c2cccc(Cl)c2)C(C#N)(C#N)[C@@H]2c3ccccc3C=CN21	.	.	-7	-3	.	0	-10	56*
COc1ccccc1NC(=O)CNC(=O)c1ccc(Br)o1	13	9	1	-19	2	-13	-4	13
CC(O)CCC(=O)NCCNC(=O)CCC(C)O (centres undefined)	-12	-2	-2	-12	10	3	6	2
CC(C)c1ccc(/C=C/C(=O)CCC(=O)O)cc1	3	10	-4	-119	-60	-13	-12	15
O=C(CNCCC1=CCCCC1)Nc1ccccc1N1CCCCC1	6	5	19	-9	7	4	-1	15
CC(=O)N1CC=C2C(C#N)=C(N)C(C#N)(C#N)C(CCc3ccccc3)C2C1 (centres undefined)	5	33	-4	-4	35	2	6	20
Cc1ccc(C)c(S(=O)(=O)n2cnc3ccccc32)c1	-6	13	3	17	2	-6	10	-10
Cc1ccc(N2CC(C(=O)Nc3ccc(N4CCOCC4)cc3)CC2=O)cc1C (centres undefined)	8	9	0	8	11	-5	-7	12
CCCc1nnc(NC(=O)CNc2ccc(F)cc2)s1	-2	9	0	23	7	6	-7	2

Two of these compounds in a different format.
| canonical_smiles | EBI2 block | CCR6 antagonist | UBC13 polyUb | 697 NFkB inh | Gli-Sufu antag | SENP8 block | Jurkat NFkB inh | Apaf-1 inh |
| --- | --- | --- | --- | --- | --- | --- | --- | --- |
| CC(C)c1ccc(/C=C/C(=O)CCC(=O)O)cc1 | 3 | 10 | -4 | -119 | -60 | -13 | -12 | 15 |
| O=C(CN1C(=O)c2cccnc2Oc2ccc(Cl)cc21)NC1CCCC1 | -7 | 14 | -10 | -16 | -8 | 13 | 0 | 3 |

(continued)
SMILES	EBI2 block	CCR6 antagonist	UBC13 polyUb	697 NFkB inh	Gli-Sufu antag	SENP8 block	Jurkat NFkB inh	Apaf-1 inh
CN1C(=O)C(=O)/C(=C(/O)c2ccccc2)C1c1ccccc1 (centres undefined)	-4	12	0	-4	-21	9	-1	-13
COc1cc(C2=NOC(C(=O)N3CCCCCC3)C2)cc(OC)c1OC (centres undefined)	-5	8	-6	0	-1	-13	-14	3
COCCNC(=O)/C(C#N)=C/c1ccc(O)cc1	-16	9	-16	-2	4	77*	-4	-12
CN(C)S(=O)(=O)c1ccc(NC(=O)c2ccccn2)cc1	1	1	0	-68	-62	-13	-94	-6
CCOc1ccc(NC(=O)C2CCCN2C(=O)Oc2ccccc2)cc1 (centres undefined)	8	3	6	12	5	1	1	-7
COc1ccc(NC(=O)CN2C(=O)COc3ccc(S(=O)(=O)N4CCCCCC4)cc32)cc1	-4	12	-7	-5	19	-6	-10	17
COC(=O)NCC(c1ccc2c(c1)OCO2)N1CCN(c2ccccc2)CC1 (centres undefined)	-3	8	4	9	8	7	2	-1
O=C(c1ccco1)N1CCN(c2ncnc3c2[nH]c2ccc(Cl)cc23)CC1	.	.	0	24	.	-8	1	12
CCCCn1c(N)c(N(CCOC)C(=O)C2CC(=O)N(c3ccc(CC)cc3)C2)c(=O)[nH]c1=O (centres undefined)	9	1	10	10	-12	-2	6	-7
COCCNC(=O)c1ccccc1NC(=O)CCSc1ccccc1	-10	14	-7	1	-6	1	-4	5
O=C(Nc1ccn(-c2ccccc2)n1)c1ccc(S(=O)(=O)N2CCCCCC2)cc1	7	-2	0	18	-2	11	17	5
CCOc1ccc(Oc2ccccc2NS(=O)(=O)c2ccc(CCC(=O)O)cc2)cc1	-5	6	-5	-15	8	2	2	2
CCCCCC(=O)N/N=C/c1ccco1	-14	-2	7	5	-1	4	0	-2
Cc1nc(-c2cccc(C(F)(F)F)c2)sc1C(=O)O	5	10	-18	-8	-11	-15	-2	7
CCOC(=O)N1CCN(C(=O)c2ccc3oc(CCCc4ccccc4)nc3c2)CC1	-1	15	-2	-155	-73	3	-139	10
O=C(NC(Nc1nc2ccc([N+](=O)[O-])cc2s1)(C(F)(F)F)C(F)(F)F)c1ccccc1Cl	15	56*	-22	-37	93*	8	78*	10
COc1ccccc1-c1nc2n(n1)C(c1ccccc1Cl)C(C(N)=O)=C(C)N2 (centres undefined)	-5	-5	6	4	4	4	8	-9
CCc1nnc(NS(=O)(=O)c2ccc(NC(=O)c3cccc(OC)c3)cc2)s1	-10	2	-3	-4	-7	-7	13	4
CCCNC(=S)N1CCN(c2nc(-c3cccc(OC)c3)cs2)CC1	11	6	-8	-7	19	-7	-16	4
CCCc1c2ccccc2nc2ccccc12	6	14	16	3	3	4	-1	6
Cn1c2ccc(F)cc2c2ncn(CC3CCCO3)c(=O)c21 (centres undefined)	-8	-3	21	13	-7	1	7	-2
CCCC/C=C1\CCc2c([nH]c3ccccc23)C1=O	10	0	6	-4	-7	-25	-36	5
CCc1ccc(-c2ccc3nnc(SCC(N)=O)n3n2)cc1	-5	2	10	12	0	-9	9	8
Cc1ccc(S(=O)(=O)N2CCN(CC(=O)NCC3(N4CCOCC4)CCCCC3)CC2)cc1	-4	2	2	8	10	14	3	-4
COc1cccc(NC(=O)Cc2nnc(SCC(=O)NC3CCCC3)n2C)c1	-4	1	0	-3	6	-9	-11	-8

Going on with the list:
SMILES	EBI2 block	CCR6 antagonist	UBC13 polyUb	697 NFkB inh	Gli-Sufu antag	SENP8 block	Jurkat NFkB inh	Apaf-1 inh
CCCCSCCCNC(=O)c1cn(C)c2ccc(S(=O)(=O)N3CCCC3)cc2c1=O	-8	17	2	7	2	8	12	11
CCOc1ccc(NC(=O)CN(C)C(=O)c2ccc(C)c(S(=O)(=O)N3CCCCC3)c2)cc1OCC	9	1	-2	-9	6	2	-8	9
COc1ccc(C2Nc3ccccc3C(=O)N2NC(C)=O)cc1OC (centres undefined)	4	-7	3	5	7	-7	-11	-1
CC(=O)c1c(N2CCCC2)[nH]c(-c2ccccc2)nc1=S	6	25	-8	15	25	4	2	-16
O=C(CCN1C(=O)c2ccccc2C1=O)N1CCN(c2ccccc2)CC1	0	-11	8	18	-4	2	-3	-7
O=C(COC(=O)C12CC3CC(CC(C3)C1)C2)Nc1ccccc1F	-9	18	1	-4	-7	-3	-29	1
O=C(O)c1ccc(N2Cc3ccccc3C2)cc1O	-15	-1	-9	3	-1	65*	-8	-8
O=C(c1ccccc1NS(=O)(=O)c1ccc(Br)s1)N1CCOCC1	-2	-15	9	15	6	-3	-2	-2
COc1cccc(C(=O)NCc2ccc(-c3nc4ccccc4s3)cc2)c1	7	-13	0	-71	-14	-7	-56	12
CCCCn1c(SCC(=O)c2ccc3c(c2)NC(=O)CO3)nc2cc(S(N)(=O)=O)ccc21	7	9	-10	3	3	-4	-4	19
Cc1ccc(NC(=S)N2CCN(c3ccccn3)CC2)cc1C	-6	1	-2	-21	-1	-2	0	11
CCN(c1ccccc1)c1cc(C)nc2nc(C)nn12	-12	-1	9	9	24	-3	-3	-3
Cc1cccc(CCNC(=O)CCNC(=O)Cn2ccc3ccccc3c2=O)c1	-1	-9	5	-2	4	-1	-3	-12
O=C(/C=C/c1ncc(C(F)(F)F)cc1Cl)OCc1ccccc1	0	13	6	-2	0	-1	1	-2
COc1ccc(S(=O)(=O)NCCC(=O)OCC(=O)NC2CC2)cc1	-4	5	-20	5	-2	-7	-12	1
O=C(Cn1nnc(-c2ccccc2F)n1)N1CCCCC1	-3	5	1	-65	-45	4	-36	-10
S=C1NCCOCCOCCOCCOCCN1	-9	12	3	3	-1	-4	-14	-5
COc1cc(OC)cc(-c2cc3nc(C)c(CCC(=O)NCc4ccccc4)c(C)n3n2)c1	20	6	6	38*	19	-13	14	5
O=c1c(-c2ccc(O)cc2)coc2c(C3O[C@H](CO)[C@@H](O)[C@H](O)[C@H]3O)c(O)ccc12 (some centres undefined)	4	3	13	14	0	0	5	-5
O=C1CC(c2cccc(Cl)c2)CC(O)=C1C=NC1CCCC1 (centres undefined)	4	17	-13	-5	16	-10	-11	-2
CCOC(=O)c1sc(NC(=O)c2c(CC)noc2C)nc1C	4	17	8	17	5	-7	-11	-2
NC(=O)C1(N2CCCCC2)CCN(C2CC(=O)N(Cc3cccs3)C2=O)CC1 (centres undefined)	-1	0	-14	2	7	-10	-28	12
CC(C)(C)C(=O)Nc1cc(C(F)(F)F)ccc1-n1ccnc1	-5	0	1	18	-3	6	7	-8
CC1CCCCC1NC(=O)CN1c2cccc3cccc(c23)S1(=O)=O (centres undefined)	10	5	9	-1	9	4	-2	3
O=C(COc1ccccc1Cl)NCCC1=CCCCC1	10	-6	4	-10	-1	-5	-17	15

Single records, as listed above. Order of screens: EBI2 block | CCR6 antagonist | UBC13 polyUb | 697 NFkB inh | Gli-Sufu antag | SENP8 block | Jurkat NFkB inh | Apaf-1 inh
`CCCC/C=C1\CCc2c([nH]c3ccccc23)C1=O` is listed as 10 | 0 | 6 | -4 | -7 | -25 | -36 | 5
`CCOc1ccc(NC(=O)CN(C)C(=O)c2ccc(C)c(S(=O)(=O)N3CCCCC3)c2)cc1OCC` is listed as 9 | 1 | -2 | -9 | 6 | 2 | -8 | 9

Other structures follow:
SMILES	EBI2 block	CCR6 antagonist	UBC13 polyUb	697 NFkB inh	Gli-Sufu antag	SENP8 block	Jurkat NFkB inh	Apaf-1 inh
Cc1nc2sc(C(c3ccc(Br)cc3)N3CC(C)OC(C)C3)c(O)n2n1 (centres undefined)	4	2	-6	-45	-15	-1	-3	4
O=C(CN(Cc1ccccc1Cl)C(=O)c1csnn1)NC1CCCC1	2	8	8	11	-3	-3	17	2
C#CCSc1cc(C(F)(F)F)nc(-c2ccccn2)n1	-34	2	3	6	-3	2	-8	-2
COc1c(Cl)ccc(Cl)c1C(=O)NCc1ccco1	-5	5	2	11	51	-3	6	2
CNC(C)C#Cc1ccc2c(=O)c3c(OC)cccc3oc2c1 (centres undefined)	.	.	16	-99	.	-19	-93	13
C=CCN(c1ccc(C(=O)Nc2cccc([N+](=O)[O-])c2)cc1)S(C)(=O)=O	0	2	1	3	-1	2	-33	4
Fc1ccc(-c2nc3c(-c4ccc(F)cc4)cnn3cc2CCN2CCOCC2)cc1	6	13	-7	3	21	1	1	0
O=C(CCCCCNS(=O)(=O)c1ccc(Br)cc1)NCCN1CCOCC1	0	-1	15	2	3	0	2	15
CC1CCC2=NN(C(=O)c3ccco3)C(O)(C(F)(F)F)C2C1 (centres undefined)	-15	-4	-8	19	-13	-12	0	13
